DENV2 CPE – inhibitors of DENV2 cytopathic effect, primary screen, cell-based, plate reader, single concentration. DENV2-infected cells, cytopathic effect rescue. CPE inhibition, % at 9.99 µM. 350,000 compounds, 1.7% hits; in the data active means CPE inhibition above about 20%, passing the limit was not always enough; inconclusive means no clear call, values can overlap the other calls; tested in BHK-21 cells;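 further: 0% = median of neutral control wells and 100% = median of positive control wells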
ARNT TACC3 PPI – disruptors of ARNT/TACC3 protein interaction, primary screen, biochemical, AlphaScreen, single concentration. inhibition, % at 9.99 µM. Transforming acidic coiled-coil-containing protein 3 (Homo sapiens), Q9Y6A5. 390,000 compounds, 0.66% hits. AlphaScreen His-ARNT PAS-B/GST-TACC3 binding, luminescence; TACC3 fragment carries E629A point mutation;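 active means mean inhibition of replicates at least 50% and at least half of replicates each reaching 50%; inconclusive means half or more replicates reach 50% but mean below 50%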;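 further: 0% = complete ARNT plus TACC3 wells and 100% = ARNT alone without TACC3; many hits fall short of the cut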
PAX8 reporter – inhibitors of PAX8-driven TPO luciferase reporter, primary screen, RMG-I cells, single concentration; 360,000 compounds, 1.2% hits; SteadyGlo, 24 h; inhibition, % at 12.6 µM;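 active means mean replicate inhibition at least 60% with every replicate also reaching 60%; inconclusive means only one of the two criteria is met; inactive means mean below 60% and not all replicates reaching 60%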;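 further: luciferase light reporting Pax8 driven TPO promoter activity; plate controls were median of neutral control wells for no effect and mitoxantrone controls for full effect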
Casp6 inh – human caspase-6 inhibitors, primary screen, biochemical, VEID-R110 fluorescence, single point, set 2; P55212; purified caspase-6, Z-VEID-R110 cleavage fluorescence; inhibition, % at 12.5 µM; 350,000 compounds, 0.53% hits; AID 686996, 2013;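 active means mean inhibition across replicates at least about 35%, with every replicate also reaching that limit, limit read from the data; inconclusive means only one of the two criteria met; inactive means neither criterion met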;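 further: 0% = median of neutral control wells and 100% = no fluorescence left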
Target sequence (P55212 24-179 limits assumed): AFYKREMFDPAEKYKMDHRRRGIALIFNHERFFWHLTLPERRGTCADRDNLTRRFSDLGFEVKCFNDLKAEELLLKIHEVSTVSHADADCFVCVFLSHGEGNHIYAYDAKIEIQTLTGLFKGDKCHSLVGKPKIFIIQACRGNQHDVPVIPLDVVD
Target sequence (P55212 194-293 limits assumed): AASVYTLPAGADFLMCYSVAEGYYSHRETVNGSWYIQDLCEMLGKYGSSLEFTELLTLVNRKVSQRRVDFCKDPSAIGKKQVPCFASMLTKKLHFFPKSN
EWS-Fli inh – EWS/Fli-driven NR0B1 reporter inhibitors, primary screen, A673 cells, NR0B1 luciferase, luminescence, MLPCN library; inhibition, % at 12.6 µM; 350,000 compounds, 0.67% hits; viability-normalised; AID 651661, 2012;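 active means mean inhibition of at least 50% after viability correction, with every replicate also passing that limit; inconclusive means mean reaches 50% but only one of two replicates passes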;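 further: firefly luciferase signal divided by Alamar Blue viability fluorescence both relative to DMSO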
SIRT5 block – SIRT5 desuccinylase inhibitors, primary screen, biochemical, fluorescence imaging, single point, set 5; AID 652115, 2013; NAD-dependent protein deacylase sirtuin-5, mitochondrial (Homo sapiens), Q9NXA8; inhibition, % at 15 µM; Purified SirT5, succinyl-peptide AMC, trypsin-coupled fluorescence; 330,000 compounds, 1.1% hits; in the data active means inhibition above about 15%; inconclusive means no clear call, values can overlap the other calls
Target sequence (Q9NXA8 whole entry, looked up): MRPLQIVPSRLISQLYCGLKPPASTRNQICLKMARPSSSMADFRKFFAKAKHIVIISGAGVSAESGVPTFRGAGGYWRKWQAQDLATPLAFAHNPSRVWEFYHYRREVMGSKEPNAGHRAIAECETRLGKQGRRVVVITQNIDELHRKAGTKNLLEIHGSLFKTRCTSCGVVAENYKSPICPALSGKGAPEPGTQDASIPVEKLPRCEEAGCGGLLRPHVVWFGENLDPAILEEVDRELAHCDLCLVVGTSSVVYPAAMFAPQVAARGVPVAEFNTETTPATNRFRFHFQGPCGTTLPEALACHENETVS
LGR2 inh – inhibitors of bursicon-induced LGR2 CRE-luciferase signal, primary screen, cell-based, HEK293, CRE-luciferase reporter, bursicon stimulation. Drosophila bursicon receptor LGR2 (rickets). bursicon-stimulated, 4 h. inhibition, % at 9.99 µM. 380,000 compounds, 0.35% hits;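 active means drop in luminescence signal, shown as inhibition above about 50% in the replicate tests, limit read from the data, passing the limit was not always enough; inconclusive means probably only some replicates passing the limit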;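 further: agonist challenge used bursicon conditioned medium at about half maximal strength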
The depositor's hits bear a star; ? = inconclusive; . = no result given; & = joins results of further samples.

Structure	DENV2 CPE	ARNT TACC3 PPI	PAX8 reporter	Casp6 inh	EWS-Fli inh	SIRT5 block	LGR2 inh
CC(C)N=C1SC(CC(=O)Nc2ccccc2)C(=O)N1C(C)C (configuration not stated)	-2	-2	9	0	1	5	9
C[C@H]1CN([C@@H](C)CO)C(=O)c2cc(N(C)C)ccc2O[C@H]1CN(C)C(=O)NC1CCCCC1	6	0	1	-1	.	-2	11
N#CCC(=O)Nc1ccc(C(=O)OCC(=O)Nc2sc3c(c2C#N)CCCC3)cc1	-7	-10	7	1	-7	-1	-13
C[C@@H]1CN([C@@H](C)CO)C(=O)c2cc(NC(=O)CCC(F)(F)F)ccc2O[C@@H](C)CCCCO[C@H]1CN(C)C(=O)NC1CCCCC1	0	-6	3	1	7	6	-14
O=C(NC(Cc1ccccc1)C(=O)O)/C(=C/c1cccc(Br)c1)NC(=O)c1ccco1 (configuration not stated)	-3	-4	2	.	0	2	4
COc1ccc(/C(C)=N/NC(=O)c2ccccc2OCc2ccccc2)c(OC)c1	-11	0	-44	-3	-71	-3	-47
COc1ccc2c(c1)c(C(=O)N/N=C/c1ccc(OC)c(OC)c1)c(C)n2C	.	-10	8	.	.	.	-30
C[C@H]1CN([C@@H](C)CO)C(=O)Cc2cc(NC(=O)C3CC3)ccc2O[C@@H]1CN(C)S(=O)(=O)c1cccs1	1	.	4	8	2	4	1
O=c1c2ccccc2[nH]c(=S)n1CCc1ccccc1	3	-12	-101	-2	-60	-4	.
COc1ccccc1C(=O)NCCC(=O)N(C)CC(=O)Nc1ccccc1Br	7	-3	6	1	1	-3	-15
N#CC1=C(N)NC(=S)C(C(N)=O)C1c1ccc([N+](=O)[O-])cc1 (configuration not stated)	1	9	12	2	-2	6	5
COc1ccc(C#Cc2ccc([C@@H]3[C@@H](CO)N4C(=O)CN(C(=O)Nc5ccccc5F)C[C@H]34)cc2)cc1	12	.	.	0	0	11	16
COc1c2c(cc3oc(CO[C@@H]4O[C@H](CO)[C@@H](O)[C@H](O)[C@H]4O)cc(=O)c13)O[C@H](C(C)(C)O)C2	24*	5	-7	2	-2	-3	18
COc1cc(/C=C2\SC(=Nc3ccccc3)N(Cc3ccco3)C2=O)ccc1OC(C)C(=O)O (configuration not stated)	18	3	-2	4	3	-1	-9
Cc1c(NC(=O)/C(=C/c2cccs2)NC(=O)c2ccccc2)c(=O)n(-c2ccccc2)n1C	1	-9	6	3	-1	3	3
O=C(NCc1ccccc1)C1=C[C@H](C2CC2)C[C@H](OCc2ccc(CO)cc2)O1	0&-16	7&-3	-16&-1	3&4	9&9	-1&-1	-6
CC(=O)N1CC=CC1(CC(C)C)C(=O)NCc1cc(F)cc(C(F)(F)F)c1 (configuration not stated)	3	-5	-17	7	-21	.	-9
Cc1cc(N2C(=O)C(O)=C(C(=O)c3cccs3)C2c2ccc(F)cc2)no1 (configuration not stated)	-6	-6	16	3	9	-1	-6
CN(C)C(=O)C[C@@H]1CC[C@H](NC(=O)NC2CCCC2)[C@H](CO)O1	-6	0	-15	1	6	1	3
O=C(CC1CC2CCC1C2)Nc1nc(-c2ccccn2)cs1 (configuration not stated)	0	37	-31	5	19	0	.

An excerpt from above in order of their number in DENV2 CPE, low to high:
SMILES | DENV2 CPE
Cc1c(NC(=O)/C(=C/c2cccs2)NC(=O)c2ccccc2)c(=O)n(-c2ccccc2)n1C | 1
COc1ccc(C#Cc2ccc([C@@H]3[C@@H](CO)N4C(=O)CN(C(=O)Nc5ccccc5F)C[C@H]34)cc2)cc1 | 12
COc1c2c(cc3oc(CO[C@@H]4O[C@H](CO)[C@@H](O)[C@H](O)[C@H]4O)cc(=O)c13)O[C@H](C(C)(C)O)C2 | 24*

Carrying on.
Structure	DENV2 CPE	ARNT TACC3 PPI	PAX8 reporter	Casp6 inh	EWS-Fli inh	SIRT5 block	LGR2 inh
COc1ccc(Cl)cc1C(Nc1cccnc1)c1ccc2cccnc2c1O (configuration not stated)	4	15	25	8	37	-3	34
COc1ccc(OC)c(NC(=O)C(=O)NNC(=O)COc2ccc(Br)cc2C)c1	2	-1	-38	7	-4	-3	-32
COc1ccc(CCN2CC(C#N)=C3c4cc(OC)c(OC)cc4CCN3C2)cc1OC	7	7	6	0	-1	-1	13
O=C(COc1coc(CN2CCc3ccccc3C2)cc1=O)N1CCOCC1	1	0	3	2	1	-3	13
CN(CC(=O)NCc1ccc(F)cc1)CC(=O)Nc1ccc(Cl)c(C(F)(F)F)c1	-10	.	19	0	.	3	-1
CC(NC(=O)COC(=O)/C=C/c1ccco1)c1ccccc1 (configuration not stated)	2	-2	-7	12	-5	-2	22
O=C(Nc1nc2ccc(Cl)cc2s1)[C@@H]1CCCN1C(=O)c1cccs1	-3	.	-10	-2	-21	0	-25
O=C(O)CCNc1ccc(Cl)cc1	3	-3	11	24	7	-4	30
Cn1c2ccccc2c2nnc(SCC(=O)NC3CCCC3)nc21	-4	3	1	-1	4	-2	7
S=C1SCN(Cc2ccco2)CN1Cc1ccco1	-5	0	-16	2	28	1	15
Cc1c(NC(=O)COC(=O)c2ccc(Cl)nc2)c(=O)n(-c2ccccc2)n1C	.	0	-14	6	13	.	-8
Cc1ccc(N=C(NOCc2ccc(Cl)cc2Cl)c2nonc2N)c(C)c1	-5	-1	.	-1	19	-6	15
COc1ccc(C2NC(=O)CCC2[N+](=O)[O-])cc1OC (configuration not stated)	6	.	25	-1	2	7	0
CC(OC(=O)c1cnccn1)C(=O)c1ccccc1 (configuration not stated)	1	-2	-6	-4	-1	1	-19
C/C(=N\NC(=O)Cn1nc(C)c([N+](=O)[O-])c1C)c1ccco1	-4	-1	-7	2	11	1	-12
CC(=O)C1C(=O)C=C(c2cccs2)CC1c1ccccc1 (configuration not stated)	3	17	-2	2	3	1	-13
CCOc1ccc(CNC(=O)CCCn2nc(CC)n3c(cc4occc43)c2=O)cc1	0	-1	1	0	-1	-2	-9
C[C@@H]1CN([C@@H](C)CO)C(=O)c2cccc(NC(=O)C3CCCCC3)c2O[C@H]1CN(C)CC1CC1	-5	-2	.	0	0	6	5
CCS(=O)c1ccccc1C(=O)OCC(=O)N1CCC(c2ccccc2)=N1 (configuration not stated)	3	4	25	1	-7	7	11
COC(=O)c1cc(NC(=O)c2cc3ccccc3o2)cc(C(=O)OC)c1	-2	-19	-17	3	8	-1	0
CC(=O)Nc1ccc(S(=O)(=O)Nc2cccc(NC(=O)c3ccco3)c2)cc1	-10	6	7	3	2	-7	45
O=C(C[C@@H]1C=C[C@@H](NC(=O)CCN2CCCCC2)[C@H](CO)O1)Nc1ccc(-c2ccccc2)cc1	1	-7	4	1	-15	-2	14
COCc1cnc(C)nc1N	.	-4	9	2	-1	-7	-10
O=C(CSc1nnc(SCc2ccccc2)s1)N/N=C/c1ccc(C(=O)O)cc1	2	3	-5	0	17	2	15
CCS(=O)(=O)N1CC2(C1)[C@@H](c1ccccc1)[C@@H](CO)N2C(=O)C1CC1	10	.	-4	0	-3	1	2
CCCN(C(=O)CCSc1ccc(F)cc1)c1c(N)n(Cc2ccccc2)c(=O)[nH]c1=O	1	-6	12	1	-1	-6	10
CC(C)S(=O)(=O)C1=NSC2=NC(=O)/C(=C\c3ccc(-c4cccc(C(=O)O)c4)o3)C(=N)N21	-1	-2	-2	12	2	21*	5
CCN(Cc1ccccc1)S(=O)(=O)c1ccc(OC)c2ncccc12	-3	-7	-60	-2	5	-4	-13
C[C@@H]1CN([C@H](C)CO)C(=O)c2cc(NC(=O)CCN3CCOCC3)ccc2O[C@H]1CN(C)Cc1ccc(-c2ccccc2)cc1	3	-7	-13	4	.	3	-7
COc1ccc(Nc2ccc([N+](=O)[O-])cn2)cc1	-2	6	-62	1	-102	2	-64
Cc1ccccc1OCc1nnc(SCC(=O)NC2CCCCC2)o1	-1	-6	10	1	-1	-10	4
NS(=O)(=O)c1ccc(NC(=S)NCc2ccccc2Cl)cc1	.	0	0	.	.	.	8
CCc1ccccc1NC(=S)N1CCN(c2ccccn2)CC1	-1	-3	4	-1	-6	-19	19
CO[C@@H]1CN(C)C(=O)c2cc(NC(=O)Nc3c(C)noc3C)ccc2OC[C@H](C)N(CC2CC2)C[C@@H]1C	-3	5	-29	0	-4	-5	-22
CC1(C)Cc2c(cnn2-c2ccccc2)C(NC(=O)CCc2ccc(=O)[nH]n2)C1 (configuration not stated)	4	0	24	0	.	-1	0
C[C@H]1CN([C@@H](C)CO)C(=O)c2cc(NS(=O)(=O)c3ccc(F)cc3)ccc2O[C@@H]1CN(C)CC1CC1	7	-2	1	2	.	4	10
COCCCN1C(=O)C(=O)/C(=C(/O)c2ccc(S(=O)(=O)N3CCCCC3)cc2)C1c1ccc(O)cc1 (configuration not stated)	-6	2	5	0	.	0	-18
Cc1ccccc1CNC(=O)c1[nH]c(C(F)(F)F)nc1-c1ccccc1	-2	.	-9	1	4	-6	.
CCCCC(=O)N(C)c1c(C)nc2ccc(C(=O)N3CCN(C(=O)c4ccco4)CC3)cn12	8	.	10	-9	5	.	-9
Cc1ccc([C@H]2N[C@]3(CCCN(CC4CCCCC4)C3=O)[C@H]3C(=O)N(C)C(=O)[C@@H]23)cc1	-4	.	-2	10	-3	7	0
CN(C)CC#Cc1ccc([C@H]2[C@@H](CO)N(C(=O)C3CCCC3)[C@H]2C#N)cc1	0	-8	-7	-1	-11	4	3
N#Cc1ccc(NC(=S)NC(=O)C2CCCCC2)cc1	-10	-1	-33	-2	-13	4	-17
CC(=O)Nc1ccc(S(=O)(=O)NC(C)C(=O)NCC(c2ccco2)N(C)C)cc1 (configuration not stated)	-1	2	.	-4	-7	-1	9
CCCCNC(=O)Nc1nc2ccc(CC)cc2s1	11	-1	-108	-2	-55	-5	-63
Cc1cc(C)n2nc(C(=O)OCC(=O)NNC(=O)c3ccc(Cl)cc3)nc2n1	?	2	13	-2	1	1	14
CCC(=O)Nc1ccc2c(c1)OC[C@@H](C)N(CC1CCOCC1)C[C@H](C)[C@@H](OC)CN(C)C2=O	-6	-2	25	0	-1	-5	-11
N#Cc1ccc(OCC(=O)N2CCN(c3ccc(C(F)(F)F)cn3)CC2)cc1	16	-5	10	-1	-13	-2	-12
S=c1[nH]cc(-c2ccccc2)n1-c1cccc(Cl)c1	-7	-1	6	55*	11	-4	.
CCc1cc(-c2nnn(CCC3COCCO3)c2CC)ccc1-c1cn(Cc2ccccc2)nn1 (configuration not stated)	-3	.	26	-1	6	-4	-19
O=C(C[C@@H]1CC[C@@H]2[C@H](COC[C@H](O)CN2CC2CCOCC2)O1)NCC1CCCCC1	-4	-15	-93	3	6	9	-3

An excerpt from above in order of length of the SMILES, smallest number first.
Structure	DENV2 CPE	ARNT TACC3 PPI	PAX8 reporter	Casp6 inh	EWS-Fli inh	SIRT5 block	LGR2 inh
N#Cc1ccc(NC(=S)NC(=O)C2CCCCC2)cc1	-10	-1	-33	-2	-13	4	-17
CCc1cc(-c2nnn(CCC3COCCO3)c2CC)ccc1-c1cn(Cc2ccccc2)nn1 (configuration not stated)	-3	.	26	-1	6	-4	-19
CN(C)CC#Cc1ccc([C@H]2[C@@H](CO)N(C(=O)C3CCCC3)[C@H]2C#N)cc1	0	-8	-7	-1	-11	4	3

More results.
Structure	DENV2 CPE	ARNT TACC3 PPI	PAX8 reporter	Casp6 inh	EWS-Fli inh	SIRT5 block	LGR2 inh
C[C@@H]1CN([C@@H](C)CO)S(=O)(=O)c2ccc(-c3cccnc3)cc2O[C@H]1CN(C)C	-6	6	.	0	-9	-4	1
COc1ccc(OC)c(NC(=S)NCc2cccs2)c1	1	-17	-9	1	5	-1	-7
CCCNC(=O)Cn1nc(C(F)(F)F)c2c1CCC2	-4	-10	1	4	1	-2	-6
CC(=O)Oc1cccc(NC(=O)c2ccc3c(c2)C(=O)N(CC(C)C)C3=O)c1	5	-5	-26	-6	-28	0	-65
COCCNC(=O)c1ccccc1NC(=O)c1cccc([N+](=O)[O-])c1C	5	-5	10	.	7	2	-5

Compound activity deposited in PubChem by Broad Institute.
